# Screens: PubChem BioAssay, several laboratories
# Vc quorum ag: inducers of Vibrio cholerae quorum light production without autoinducers. AID 588436. V. cholerae BH1578 lux reporter, luminescence, 6 h. activation, % at 18.7 µM. hit rate 0.16% among 350,000; in the data active = activation mostly above about 9.7%, no sharp cut-off; note: not every result past the cut was called active; inactives centre near 0; reference of the scale not given here
# TcdB inh: blocks C. difficile toxin B glycohydrolase activity; TcdB glycohydrolase enzymatic assay, plate reader; inhibition, % at 9.99 µM; hit rate 0.24% among 350,000; AID 652162; in the data active = inhibition above about 10%
# MazEF act: MazEF (E. coli) toxin RNase activation. P0AE70. FAM/BHQ RNA-DNA oligo cleavage fluorescence, 5 h. activation, % at 20 µM. hit rate 0.32% among 350,000. AID 504720; in the data active = activation above about 50%
# Target sequence (P0AE70 whole entry, looked up): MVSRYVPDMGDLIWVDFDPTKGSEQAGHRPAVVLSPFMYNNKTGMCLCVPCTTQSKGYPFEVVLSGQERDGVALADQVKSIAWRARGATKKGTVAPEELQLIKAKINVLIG
# Y pestis TopoI: Y. pestis Topo-I inhibition via cleavage products | Y. pestis Topo-I cleavage product accumulation, plate reader | activity, % at 10 µM | hit rate 0.064% among 360,000; in the data active = activity above about 50%, passing the limit was not always enough; note: inactives centre near 2
# VHR inh abs: blocks human VHR1 dual specificity phosphatase; P51452; recombinant VHR phosphatase, pNPP absorbance; inhibition, % at 13.3 µM; hit rate 0.52% among 290,000; in the data active = inhibition above about 50%; note: some compounds called inactive have numbers as strong as hits
# Target sequence (P51452 whole entry, looked up): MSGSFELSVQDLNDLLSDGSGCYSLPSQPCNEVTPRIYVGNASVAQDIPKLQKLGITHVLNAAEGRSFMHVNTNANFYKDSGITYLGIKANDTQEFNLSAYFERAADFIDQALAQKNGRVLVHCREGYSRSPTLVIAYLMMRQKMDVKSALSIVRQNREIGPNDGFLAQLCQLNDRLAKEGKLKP
# PrPC surface inh: reduces human prion protein on the cell surface; P04156; cell surface PrPC, TR-FRET read-out; inhibition, % at 13.8 µM; hit rate 0.43% among 370,000; AID 720596; in the data active = inhibition above about 24%; note: 0% = median of the test wells and 100% = reference compound wells
# SARS 3CLpro inh: SARS-CoV 3CLpro protease inhibition. recombinant SARS-CoV 3CLpro, quenched FRET peptide cleavage. hit rate 0.14% among 290,000. P0C6X7. inhibition, % at 6 µM; in the data active = inhibition above about 12%
# PriA SSB inh: inhibitors of Klebsiella pneumoniae PriA binding to SSB C-terminal tail; AlphaScreen SSBct-PriA binding, biotinylated peptide; inhibition, % at 33 µM; hit rate 0.6% among 430,000; in the data active = inhibition mostly above about 37%, no sharp cut-off; inactive = mostly below about 20%;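 note: plate controls were negative control peptide for no effect and reference peptide for full effect; strong numbers were not always called active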
# CCHF vOTU inh: blocks the CCHF virus ovarian tumor domain protease; CCHFV vOTU protease, Pep-AMC fluorescence; inhibition, % at 11.5 µM; hit rate 0.55% among 370,000; in the data active = inhibition above about 30%; note: 0% = vehicle wells with enzyme and 100% = no enzyme wells
# Rv3671c inh: Rv3671c (M. tuberculosis) protease inhibition; P9WHR9; inhibition, % at 5.96 µM; hit rate 0.048% among 320,000; in the data active = inhibition above about 38%;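 note: extracellular domain of Rv3671c used as enzyme; 0% = enzyme with DMSO and 100% = no enzyme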
# Target sequence (P9WHR9 whole entry, looked up, the tested form may be a part): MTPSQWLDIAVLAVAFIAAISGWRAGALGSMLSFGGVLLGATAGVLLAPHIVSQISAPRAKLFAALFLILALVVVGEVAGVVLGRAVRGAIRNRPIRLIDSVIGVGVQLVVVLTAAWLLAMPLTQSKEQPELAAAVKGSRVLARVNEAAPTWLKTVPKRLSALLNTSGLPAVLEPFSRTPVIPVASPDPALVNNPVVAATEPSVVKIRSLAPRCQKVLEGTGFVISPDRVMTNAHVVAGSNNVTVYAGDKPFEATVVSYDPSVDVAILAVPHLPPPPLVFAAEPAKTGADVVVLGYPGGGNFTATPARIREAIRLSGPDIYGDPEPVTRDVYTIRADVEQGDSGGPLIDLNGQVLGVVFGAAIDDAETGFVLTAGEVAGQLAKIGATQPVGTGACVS
# Active calls of the source: *; i = inactive; / = no result given; & = joins results of further samples. These rows are one share of the data; rates above refer to the full screens.
SMILES,Vc quorum ag,TcdB inh,MazEF act,Y pestis TopoI,VHR inh abs,PrPC surface inh,SARS 3CLpro inh,PriA SSB inh,CCHF vOTU inh,Rv3671c inh
Nc1nc(SCC(=O)N2CCCCCC2)[nH]c(=O)c1NC(=O)c1ccco1,-0.2,0.4,0,4,16,5,-2,-7,-3,11
CN(C)S(=O)(=O)c1cc(NC(=O)COC(=O)Cc2ccc(Cl)cc2Cl)ccc1Cl,0.2,/,-9,2,-4,1,-4,1,-2,-24
COC(=O)c1cccc(NC(=S)Nc2cccc(Cl)c2C)c1,-2.6,1.5,6,3,-2,4,1,-6,0,7
CCOC(=O)c1sc(NC(=O)C(C)Sc2nc(N)cc(=O)[nH]2)nc1C (stereo unspecified),-0.3,1.0,7,10,11,-4,-4,-19,9,1
CCCOc1ccc(CCc2n[nH]c(=S)n2Cc2ccccc2)cc1,/,/,-1,32,3,7,5,6,-9,-2
CNc1ncnc2c1ncn2[C@@H]1O[C@H](CO)[C@@H](O)[C@H]1O,-0.7,0.5,9,-6,/,2,/,-7,5,3
COc1cccc(C(=O)OCC(=O)NCCCc2ccccc2)c1,i,0.1,5,-6,18,-2,-4,-12,-3,-6
C=C(C)Cn1c(SCC(=O)O)nnc1-c1ccc(C(C)(C)C)cc1,i,/,4,1,-6,0,1,-9,6,5
CC(CN1CCOCC1)OC(=O)c1ccccc1Br (stereo unspecified),-1.0,/,4,0,-1,5,3,-12,32*,4
COc1ccccc1C1(CCNC(C)c2cccs2)CCOC(C(C)C)C1 (stereo unspecified),-0.6,0.4,-5,1,13,1,3,0,-6,0
CCc1nc2c(OCCn3cccc3)cccn2c1N(C=O)Cc1ccccc1,0.1,1.8,/,17,/,6,/,/,3,/
CCOc1ccccc1NC(=O)C1C2C=CC(O2)C1C(=O)O (stereo unspecified),i,/,-6,1,20,-1,0,1,1,-1
O=C(CCC(=O)c1cccs1)NCc1cccc(Cl)c1,0.6,-1.8,6,-2,/,-5,/,-6,-3,-1
C=CCn1c(SCc2ccc(Cl)cc2)nc2cc(C(=O)N3CCC(C(N)=O)CC3)ccc2c1=O,-0.2,1.2,5,9,-8,2,0,9,-6,-10
CCOc1cc(/C=N/NC(=O)c2nnn(-c3nonc3N)c2C)ccc1OCc1cccc(F)c1,i,-1.1,-56,-9,23,-6,3,/,-10,-4
CCC(=O)Nc1sc(C(=O)Nc2ccccc2F)c(C)c1C(=O)OC,-2.3,0.9,8,1,8,4,4,-8,1,-8
CCOC(=O)c1c(CC(C)C)csc1NC(C)=O,i,/,-1,-2,10,-1,-5,-21,12,8
O=C(COC(=O)Cn1cnc2ccccc2c1=O)NCc1ccccc1,-5.0,1.0,4,3,/,-3,/,0,-4,/
CC(C)(C)OC(=O)N[C@@H](Cc1ccccc1)C(=O)N[C@@H](CO)[C@H](O)[C@@H]1C[C@@H]1C(=O)N1CCCC1,i,0.9,3,-6,17,9,-1,-10,7,2
COCc1cc(C)nc(SCC(=O)Nc2nc(C)cs2)c1C#N,-0.5,-0.2,4,3,21,-9,6,-9,12,2

# Some values from the list.
# `CC(C)(C)OC(=O)N[C@@H](Cc1ccccc1)C(=O)N[C@@H](CO)[C@H](O)[C@@H]1C[C@@H]1C(=O)N1CCCC1` in PriA SSB inh has -10
# `COc1ccccc1C1(CCNC(C)c2cccs2)CCOC(C(C)C)C1` (stereo unspecified) in Vc quorum ag has -0.6

# (list continues)
SMILES,Vc quorum ag,TcdB inh,MazEF act,Y pestis TopoI,VHR inh abs,PrPC surface inh,SARS 3CLpro inh,PriA SSB inh,CCHF vOTU inh,Rv3671c inh
CCOC(=O)c1c(NC(=O)CN2C(=O)CN(C)C2=O)sc(C)c1C,0.6,0.5,2,5,12,3,0,-8,5,4
CS(=O)(=O)Nc1ccc(N2CCN(c3ccc(C(F)(F)F)cn3)CC2)nc1,-0.7,8.1,6,-8,-18,8,2,-5,5,5
Cc1nn(-c2ccc(Cl)cc2Cl)c(C)c1C(=O)O,-0.2,1.1,9,5,6,-4,-1,-6,12,8
CC(Cl)C(=O)N1c2ccccc2CCc2ccccc21 (stereo unspecified),0.9,0.9,0,-8,2,-7,2,-1,-2,0
CCCOc1ccc(C(=O)C(CN2CCOCC2)c2ccccc2)cc1 (stereo unspecified),i,/,-1,22,4,3,2,2,3,-13
COC(=O)C1N[C@@H]([C@@H](NC(=O)COc2ccccc2)C(=O)NC2CC2)SC1(C)C (stereo partly specified),i,-0.2,-5,-9,/,-5,/,9,-9,7
Cc1ccc(S(=O)(=O)NC(CC(N)=O)C(=O)O)cc1 (stereo unspecified),i,/,11,1,8,0,2,-5,2,0
COCCCN=CC1=C(O)CC(C)(C)CC1=O,i,/,4,3,6,1,-1,-1,-5,2
COc1cc2[nH]c(=S)nc(NCCc3ccc(S(N)(=O)=O)cc3)c2cc1OC,i,1.5,6,-6,2,-1,1,5,8,1
O=C(COC(=O)c1ccccc1-c1ccccc1[N+](=O)[O-])c1ccccc1,-0.2,/,-1,27,-14,-1,-1,-18,-8,-10
CC(=O)Nc1cccc([As](=O)(c2cccc(NC(C)=O)c2)c2cccc(NC(C)=O)c2)c1,i,0.5,1,0,-1,0,2,5,17,4
COc1ccccc1NC(=O)N(C)C[C@@H]1OCc2cnnn2CCCC(=O)N([C@H](C)CO)C[C@@H]1C,-0.2,1.0&-1.2,6,6,/,-3,/,/,-7,/
O=C(N/N=C/c1ccc(OC(F)F)cc1)c1ccc(CSc2nc3ccccc3[nH]2)cc1,i,0.6,26,20,4,4,-2,/,3,-194
COc1cccc(/C=N/n2c(N)c(S(=O)(=O)c3cccs3)c3nc4ccccc4nc32)c1,/,/,-36,4,27,-2,-3,/,5,-4
O=C(Cc1ccccc1)Nc1nc2ccccc2[nH]1,-0.4,1.1,3,0,19,-2,4,-11,-5,6
O=C(/C=C/c1ccccc1)Nc1ccc(Br)cn1,-0.2,0.6,-3,-15,-2,-5,-1,-6,17,0
Cc1ccccc1NC(=O)CSc1ccc(-c2cccnc2)nn1,i,1.6,0,9,19,-2,-2,-8,4,0
N#Cc1c(NC(=O)CCCN2C(=O)c3ccccc3C2=O)oc(-c2ccccc2)c1-c1ccccc1,i,/,2,6,-6,-4,3,7,12,6
O=c1c2ccccc2sn1-c1ccccc1F,-0.4,-1.3,-18,5,/,-5,/,/,-2,/
CC1CCCCC1NC(=O)CN1C(=O)NC(C)(c2ccc(OC(F)F)cc2)C1=O (stereo unspecified),i,/,-2,0,0,-7,-2,-3,-4,-1
Oc1ccccc1N1CCN(C(=S)NCc2ccccc2)CC1,1.3,-3.1,0,-6,22,3,0,6,-3,13
CCOc1ccc(NC(=O)c2ccc(F)c(S(=O)(=O)N3CCCC3)c2)cc1,i,1.0,0,5,/,13,/,/,-5,/
O=C(CNS(=O)(=O)c1cccc(Br)c1)NCCCc1ccccc1,-5.6,2.1,3,21,12,5,1,-7,14,3
CCN1CCN(c2cc3c(nn2)Oc2ccccc2N3C)CC1,i,/,4,0,29,-5,-8,-20,-140,-4
CCCCc1c(C)[nH]c2nc3ccccc3n2c1=O,3.9,1.2,4,-3,-10,-4,-6,-5,-10,-2
O=C(c1ccc(Cl)c(S(=O)(=O)N2CCOCC2)c1)N1CCCC1,i,-11,12,6,-19,10,-2,-5,-6,4
c1ccc(-c2csc3ncn4nnnc4c23)cc1,2.9,/,6,9,-7,-2,-5,4,3,2
CC[C@]12c3[nH]c4ccc(OC)cc4c3CCN1C(=O)C(CC(=O)NCCCOC)C[C@@H]2C(=O)N1CCN(C(=O)C2CC2)CC1 (stereo partly specified),i,0.2,75*,-5,/,0,/,-5,-8,/
CC1CCc2nn(CC(=O)NCCN3CCCCC3C)cc2C1 (stereo unspecified),-0.6,1.3,-19,1,7,3,-5,-3,-1,-8
O=C(N/N=C/c1ccncc1)c1ccc2c(c1)OCO2,-0.2,0.7,-3,-6,14,-8,3,/,0,4
O=C1C=C(c2cc(Cl)cc(Cl)c2)C[C@@H](c2ccc(F)cc2)C1,i,0.8,-9,22,/,-5,/,4,-7,-11
O=C(COc1ccccc1)Nc1cc2c3c(c1)CC(=O)N3CCC2,-0.3,4.0,2,-2,/,0,/,-10&-7,-5,-2
COCOc1cccc(CN2CCC2(C)C(=O)NCCNC(C)=O)c1 (stereo unspecified),-1.1,-4.4,/,6,/,8,/,/,-5,/
COc1cc(OC)cc(C(=O)NNC(=O)c2ccc3ccccc3n2)c1,-1.2,0.6,-2,4,/,-4,/,-11,0,/
CC(C)(C)c1ccc(/C=C(\C#N)C(=O)NCCN2CCOCC2)cc1,-2.4,0.7,-2,-1,7,4,0,-6,-14,12
CCCc1nnc(SCC(=O)Nc2ccc(OC)cc2)n1N,i,/,-2,7,4,-2,4,-12,-1,-5
O=C(c1ccncc1)N1CCN(c2ccc(F)cc2)CC1,-0.7,/,0,1,24,-3,4,-9,1,-2
Cc1ccc(N(C(=O)Cn2nnc3ccccc32)C(C(=O)NCc2ccco2)c2ccc(C)o2)cc1 (stereo unspecified),-0.6,/,5,6,28,-1,10,-15,6,/
O=C(NCc1cccnc1)C(=O)NCC1OCCN1S(=O)(=O)c1ccc(F)cc1 (stereo unspecified),i,-0.1,11,11,0,-4,1,0,9,3
COc1ccc(NC(=O)NC2(C(=O)N3CCCCC3)CCCCC2)cc1,-0.3,1.0,8,-3,17,-4,-9,-16,-1,-6

# Given with bars between the fields: entries from further up.
compound | Vc quorum ag | TcdB inh | MazEF act | Y pestis TopoI | VHR inh abs | PrPC surface inh | SARS 3CLpro inh | PriA SSB inh | CCHF vOTU inh | Rv3671c inh
CCOc1ccccc1NC(=O)C1C2C=CC(O2)C1C(=O)O (stereo unspecified) | i | / | -6 | 1 | 20 | -1 | 0 | 1 | 1 | -1
CC(=O)Nc1cccc([As](=O)(c2cccc(NC(C)=O)c2)c2cccc(NC(C)=O)c2)c1 | i | 0.5 | 1 | 0 | -1 | 0 | 2 | 5 | 17 | 4

# (list continues)
SMILES,Vc quorum ag,TcdB inh,MazEF act,Y pestis TopoI,VHR inh abs,PrPC surface inh,SARS 3CLpro inh,PriA SSB inh,CCHF vOTU inh,Rv3671c inh
CCCCCc1cc(=O)oc2c(C(CCN3CCCC(C)C3)c3ccc(OC)cc3)c(OC)cc(OC)c12 (stereo unspecified),i,1.0,20,13,10,-5,/,5,4,4
O=C(O)C1Cc2ccccc2CN1C(=O)COc1ccc(Cl)cc1 (stereo unspecified),-0.1,0.9,-5,-1,18,0,2,-16,-6,-3
O=C(CCOc1ccccc1)Nc1ccnn1C1CCN(Cc2ccccc2)CC1,i,-0.1,0,13,40,-11,-1,14,13,9
CCN(c1ccccc1)S(=O)(=O)c1cc2c(cc1C)NC(=O)CO2,-0.4,-1.3,-2,5,10,-6,4,-9,2,-4
CC(C)Cc1nccs1,-0.4,1.0,7,1,/,10,/,0,-10,4
CCOC(=O)c1cc2c(C)n(-c3ccc(OCC)cc3)c(C)c2cc(C(=O)OCC)c1=O,-0.3,0.4,7,27,43,-12,2,-2&15,4,-2
COc1ccccc1Nc1nc(-c2cccc([N+](=O)[O-])c2)nc2ccccc12,i,/,-2,2,10,-1,-2,-2,-7,-2
COc1ccc(CNc2nc3nc(C)c(Cl)c(=O)n3[nH]2)cc1OC,-0.4,/,1,0,26,-4,4,8,20,11
CC1=NN(c2ccccc2)C(=O)C1C=Nc1ccccc1O (stereo unspecified),i,-1.3,-3,-5,5,/,-2,-5,/,17
CC(C)Oc1ccc(CN2CCC2(C)C(=O)NCc2ccc(C(F)(F)F)cc2)cc1 (stereo unspecified),-0.8,1.7,/,16,/,3,/,/,36*,/
O=C(COC(=O)c1c2c(nc3ccccc13)CCCC2)c1ccc(Br)s1,3.3,0.3,-9,16,9,8,-2,1,-5,-36
O=C(NCCc1ccc2c(c1)OCCO2)c1cccc(F)c1,0.3,0.8,4,-3,3,8,-9,-7,-15,-1

# One compound at a time, as listed above. Values in the order: Vc quorum ag, TcdB inh, MazEF act, Y pestis TopoI, VHR inh abs, PrPC surface inh, SARS 3CLpro inh, PriA SSB inh, CCHF vOTU inh, Rv3671c inh
# Results for `CC(C)Cc1nccs1` = -0.4, 1.0, 7, 1, /, 10, /, 0, -10, 4
# Results for `COc1ccc(CNc2nc3nc(C)c(Cl)c(=O)n3[nH]2)cc1OC` = -0.4, /, 1, 0, 26, -4, 4, 8, 20, 11
